SKKanGAS inh: S. pyogenes SKKanGAS growth inhibitors in kanamycin, primary screen, streptokinase expression inhibitor project, SKKanGAS strain, BacTiter-Glo luminescence; inhibition, % at 7.5 µM; 300,000 tested, 1.3% active; AID 1662, 2009; 6 h;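 active means mean replicate score, as percent of positive control median, at least 50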;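 further: strain carries kanamycin resistance gene driven by streptokinase promoter and grows in 40 µg/ml kanamycin; loss of luminescence reflects streptokinase promoter inhibition or plain growth inhibition; 0% = median of DMSO wells and 100% = positive control at its reference dose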
MrgX1 antag: antagonists of human MrgX1 receptor, primary screen, HEK293 cells, Fluo-4 calcium flux; Mas-related G-protein coupled receptor member X1 (Homo sapiens), Q96LB2; BAM8-22 antagonism; hits give low values; B-score at 10 µM; 310,000 tested, 1.3% active; AID 588676, 2011;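 active means calcium-response B-score plate-corrected more than 3 library SD below zero, starting fluorescence within 5 deviations, no agonist response on first addition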;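 further: peak minus trough fluorescence over baseline after final BAM8-22 challenge near maximal dose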
TMEM16A inh: TMEM16A chloride channel inhibitors, primary screen, cell-based, HTS; HEK293 TMEM16A/YFP iodide influx fluorescence, ionomycin; normalized B-score (activity score, 25-100; higher = stronger inhibition) at 10 µM; 310,000 tested, 1.2% active; AID 588511, 2011;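 active means ratio plate-corrected score three or more library SD toward inhibition, starting fluorescence score within five deviations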;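 further: score derived from kinetic fluorescence span divided by baseline fluorescence per well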
Target sequence (Q8BHY3 whole entry, looked up): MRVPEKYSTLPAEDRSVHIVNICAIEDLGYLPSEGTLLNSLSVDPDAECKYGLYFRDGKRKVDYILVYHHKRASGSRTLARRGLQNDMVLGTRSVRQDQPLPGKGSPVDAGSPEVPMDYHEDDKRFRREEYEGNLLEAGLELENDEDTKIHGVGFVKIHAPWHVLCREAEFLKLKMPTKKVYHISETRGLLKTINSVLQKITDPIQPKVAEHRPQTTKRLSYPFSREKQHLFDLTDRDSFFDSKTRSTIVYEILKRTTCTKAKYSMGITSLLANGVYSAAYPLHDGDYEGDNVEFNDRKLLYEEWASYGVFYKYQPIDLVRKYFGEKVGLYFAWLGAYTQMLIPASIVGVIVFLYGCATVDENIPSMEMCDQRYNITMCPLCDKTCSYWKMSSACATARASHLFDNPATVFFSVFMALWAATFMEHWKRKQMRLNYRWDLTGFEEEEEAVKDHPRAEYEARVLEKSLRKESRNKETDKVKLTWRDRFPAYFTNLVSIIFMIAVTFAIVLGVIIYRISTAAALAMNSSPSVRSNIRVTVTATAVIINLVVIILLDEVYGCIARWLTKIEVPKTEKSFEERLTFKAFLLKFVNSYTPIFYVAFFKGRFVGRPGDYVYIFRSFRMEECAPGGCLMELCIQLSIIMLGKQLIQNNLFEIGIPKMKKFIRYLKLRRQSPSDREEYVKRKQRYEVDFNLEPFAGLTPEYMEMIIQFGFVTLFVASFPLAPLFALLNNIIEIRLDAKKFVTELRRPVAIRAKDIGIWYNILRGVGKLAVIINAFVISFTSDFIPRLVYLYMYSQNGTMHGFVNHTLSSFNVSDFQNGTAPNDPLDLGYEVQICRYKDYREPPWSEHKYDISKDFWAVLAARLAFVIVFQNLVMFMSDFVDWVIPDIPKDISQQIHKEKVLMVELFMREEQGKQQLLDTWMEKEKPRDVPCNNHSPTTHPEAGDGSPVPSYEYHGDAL
TRPC4 potent: positive allosteric modulators of TRPC4, primary screen, cell-based, mouse TRPC4beta, HEK293 mu-opioid, Fluo-4 calcium; 310,000 tested, 0.42% active; AID 2227, 2009; DAMGO EC20, Fluo-4 Ca2+ flux; hits give high values; B-score at 10 µM;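 active means B-score of calcium response area above 5 SD of library B-scores, with initial fluorescence ratio within 5 SD of library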;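 further: B-score of integrated fluorescence ratio over time as area under calcium response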
TRPC4 block: inhibitors of mouse TRPC4 channel, primary screen, Fluo4 calcium, HEK293 TRPC4beta/mu-opioid cells | Short transient receptor potential channel 4 (Mus musculus), Q9QUQ5 | 300,000 tested, 0.39% active | B-score at 10 µM | DAMGO-evoked Fluo4 calcium flux; hits give low values;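 active means B-score over 3 SD under the library average, no early fluorescence shift, positive overall ratio signal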
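material = TRPC4beta/mu-opioid receptor HEK293 cell line | probe or stimulus = sequential submaximal and maximal DAMGO stimulation | compound dosing = one concentration per compound | measured by = Fluo4 Ca2+ flux fluorescence | evaluation = integrated fluorescence ratio relative to baseline, converted to per-well B score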
TMEM16A act: TMEM16A chloride channel activators or potentiators, primary screen, cell-based, HTS | B-score at 10 µM | Anoctamin-1 (Mus musculus), Q8BHY3 | 340,000 tested, 0.3% active | AID 623877, 2012 | HEK293 TMEM16A/YFP-H148Q/I152L, iodide quench fluorescence; hits give low values;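 active means fluorescence-ratio B-score plate-corrected deviation score at least 3 library SD below zero, with starting fluorescence score within 5 deviations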;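 further: channel opened by trigger with iodide after compound preincubation; score built on the fluorescence ratio of max minus min over baseline; more negative score means more quench and so TMEM16A activation or potentiation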
MrgX1 ag: agonists of human MrgX1 receptor, primary screen, HEK293 cells, Fluo-4 calcium flux | Mas-related G-protein coupled receptor member X1 (Homo sapiens), Q96LB2 | Fluo-4 calcium fluorescence, agonist mode; hits give high values | B-score at 10 µM | 310,000 tested, 0.44% active | AID 588627, 2011;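 active means calcium response B-score plate-corrected fluorescence ratio at least 3 library SD, with starting fluorescence B-score inside 5 SD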
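System – MrgX1-expressing HEK293 cells · Incubation – cells plated overnight, dye loaded 0.5 h 37 °C, 0.5 h room temperature · Technique – kinetic Fluo-4 NW fluorescence of intracellular calcium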
MrgX1 allo act: positive allosteric modulators of MrgX1, primary screen, HEK293 cells, Fluo-4 calcium flux; Mas-related G-protein coupled receptor member X1 (Homo sapiens), Q96LB2; FDSS; hits give high values; B-score at 10 µM; 310,000 tested, 0.63% active; AID 588675, 2011;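 active means plate-corrected calcium response at least 3 library SD above typical, normal starting fluorescence, not activating the receptor alone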;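 further: compound read alongside a low EC10 to EC30 dose of BAM8-22 agonist; peak minus trough fluorescence over baseline measured at the second addition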
TRPC6 inhibitor: mouse TRPC6 channel inhibitors, primary screen, cell-based, HEK293, membrane potential dye | Short transient receptor potential channel 6 (Mus musculus), Q61143 | ACh-evoked depolarization; hits give low values | B-score at 10 µM | 310,000 tested, 1.1% active | AID 2553, 2010;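 active means B-score under library mean minus 3 SD, initial fluorescence not abnormally high, positive integrated signal ratio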;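 further: B-score derived from integrated fluorescence ratio over the kinetic read; more negative B-score means stronger inhibition of depolarization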
TRPC6 act: mouse TRPC6 channel activators, primary screen, cell-based, HEK293, membrane potential dye. Short transient receptor potential channel 6 (Mus musculus), Q61143. HEK293-TRPC6 membrane potential dye fluorescence; hits give high values. B-score at 10 µM. 310,000 tested, 0.13% active. AID 2550, 2010;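 active means B-score of the integrated fluorescence ratio above library mean plus 3 SD, and starting fluorescence ratio within library mean plus 5 SD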;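 further: higher score means more depolarization so channel activation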
TRPC4 act: activators of mouse TRPC4 channel, primary screen, Fluo4 calcium, HEK293 TRPC4beta/mu-opioid cells. Short transient receptor potential channel 4 (Mus musculus), Q9QUQ5. 310,000 tested, 0.49% active. Fluo4 calcium fluorescence; hits give high values. B-score at 10 µM;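 active means B-score above 5 SD of library B-scores, and initial fluorescence ratio not above library mean plus 5 SD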;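 further: positive B-score marks a calcium rise read as TRPC4 activation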
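Assay system: HEK293 stable line with TRPC4beta plus mu-opioid receptor; schedule: 45 min room-temperature Fluo4 loading, 110 s read; technique: kinetic Fluo4 calcium fluorescence; evaluation: integrated baseline-normalised fluorescence ratio, converted to per-well B score; controls: buffer (low) and maximal DAMGO (high)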
* = called active by the depositor; i = inactive; nt = not tested or not shown. Outcome played no part in choosing rows. Share with any hit: about 6.7%.

cpd	structure	SKKanGAS inh	MrgX1 antag	TMEM16A inh	TRPC4 potent	TRPC4 block	TMEM16A act	MrgX1 ag	MrgX1 allo act	TRPC6 inhibitor	TRPC6 act	TRPC4 act
1	COCCCn1c(C(=O)NCCN2CCOCC2)cc2c(=O)n3cccc(C)c3nc21	-1.4	i	i	i	i	i	i	i	i	i	i
2	CCCCS(=O)(=O)CC(COc1ccccc1)OC(=O)c1ccccc1 (centres undefined)	-3.4	i	i	i	i	i	i	i	i	i	i
3	COc1ccc(CCNC(=O)CCOc2ccc(C(C)(C)C)cc2)cc1OC	-0.3	i	i	i	i	i	i	i	i	i	i
4	O=C(c1ccc(NC2=NC3CS(=O)(=O)CC3S2)cc1)N1CCN(C(=O)c2ccco2)CC1 (centres undefined)	nt	i	i	nt	nt	i	i	i	nt	nt	nt
5	COc1cc(CNC(C)(C)CO)ccc1OCC(=O)Nc1ccc(Br)cc1	3.5	i	i	i	i	i	i	i	i	i	i
6	C=CCNC(=O)CN(Cc1ccccc1)S(=O)(=O)c1ccc(C)cc1	-3.2	i	i	i	i	i	i	i	i	i	i
7	CCOc1ccc(-n2c(=O)c3sccc3n(CC(=O)NCCc3ccc(OC)c(OC)c3)c2=O)cc1	-8.9	i	i	i	i	i	i	i	i	i	i
8	CCOc1cc(N2CCOCC2)c(OCC)cc1NC(=O)CN1CCC(Cc2ccccc2)CC1	-0.7	i	i	i	i	i	i	i	i	i	i
9	O=C(NCCCn1ccnc1)C(Cc1ccccc1)N1C(=O)c2ccccc2C1=O (centres undefined)	-5.9	i	i	i	i	i	i	i	i	i	i
10	COc1cccc(/C=C2/C(=O)NN(c3ccc(C)c(C)c3)C2=O)c1	-6.4	i	i	i	i	i	i	i	i	i	i
11	O=C(O)Cc1c[nH]c2ccc(O)cc12	-5.0	i	i	i	i	i	i	i	i	i	i
12	O=C(C1CCC(=O)N(C2CC2)C1)N1CCC(Oc2ccccc2F)CC1 (centres undefined)	38.0	i	i	i	i	i	i	i	i	i	i
13	Cc1ccc(C(=O)NCC(=O)Nc2ccncc2)cc1C	0.4	i	i	i	i	i	i	i	i	i	i
14	CCOC(=O)CSc1ccc(S(=O)(=O)N2CCCC2)cc1[N+](=O)[O-]	-12.4	i	i	i	i	i	i	i	i	i	i
15	Cc1ccc(N2C(=O)CC(N3CCN(C4CCc5ccccc5C4)CC3)C2=O)cc1 (centres undefined)	4.7	i	i	i	i	i	i	i	i	i	i
16	COCCNC(=O)CN(c1ccc(F)cc1)S(=O)(=O)c1ccc2c(c1)OCCO2	3.7	i	i	i	i	i	i	i	i	i	i
17	COC(=O)C1(S(=O)(=O)c2cc(Br)cc3c2N(C(C)=O)CC3)CC1	-4.0	i	i	i	i	i	i	i	i	i	i
18	CC1(C)CC(=O)C(C2=NC3(CCCCC3)Cc3ccccc32)=C(O)C1	4.2	i	i	i	i	i	i	i	i	i	i
19	Cc1cc(C)nc(-n2nc(C)cc2NC(=O)c2ccc(F)cc2F)n1	26.5	i	i	i	i	i	i	i	i	i	i
20	Cc1c(N2C(=O)c3ccc(Br)cc3C2=O)c(=O)n(-c2ccccc2)n1C	-2.1	i	i	i	i	i	i	i	i	i	i
21	COc1ccc(Cl)cc1NC(=O)c1noc(C)c1[N+](=O)[O-]	-5.1	i	i	i	i	i	i	i	i	i	i
22	CNc1sc(C(=O)c2cccs2)c(N)c1-c1nc2ccccc2s1	19.8	i	i	i	i	i	i	i	i	i	i
23	Cc1ccc(S(=O)(=O)Nc2ccc(O)c3ccccc23)c(C)c1	10.6	i	i	i	i	i	i	i	i	i	i
24	Cc1c(OCC(=O)NCC(O)c2ccccc2)ccc2c3c(c(=O)oc12)CCC3 (centres undefined)	-11.0	i	i	i	i	i	i	i	i	i	i
25	CC1CCCCN1S(=O)(=O)c1csc(C(N)=O)c1 (centres undefined)	1.2	i	i	i	i	i	i	i	i	i	i
26	Cc1ccc(S(=O)(=O)N2CCC(C(=O)NCC3CCCCC3)CC2)cc1	-5.6	i	i	i	i	i	i	i	i	i	i
27	CC(C)C(NS(=O)(=O)c1ccccc1)C(=O)N1CCN(C(=O)c2ccco2)CC1 (centres undefined)	-3.4	i	i	i	i	i	i	i	i	i	i
28	O=C(NN1C(=O)C2C3c4ccccc4C(c4ccccc43)C2C1=O)c1ccccc1 (centres undefined)	13.3	i	i	i	i	i	i	i	i	i	i
29	CCOC(=O)C1CCN(C/C=C/c2ccccc2OC)CC1	9.1	i	i	i	i	i	i	i	i	i	i
30	Cc1ccc(C(=O)Nc2nc(C)c(C)s2)o1	4.8	i	i	i	i	i	i	i	i	i	i
31	CC(C)C1=CC2=CCC3C(C)(C(=O)O)CCCC3(C)C2CC1 (centres undefined) (tested in a mixture with another compound)	25.1	i	i	i	i	nt	i	i	i	i	i
32	CCOc1ccc(NC(=S)NNC(=O)c2ccc(Br)cc2)cc1	1.0	i	i	i	i	i	i	i	i	i	i
33	CCCN(CCC)Cc1c(C(=O)N/N=C/CCc2ccccc2)nnn1-c1nonc1N	2.9	i	i	i	i	i	i	i	i	i	i
34	FC(F)(F)c1nnc2ccc(-n3ccnc3)nn12	-3.2	i	i	i	i	i	i	i	i	i	i
35	O=C(CCn1c(=O)sc2ccccc21)NCc1cccs1	-4.1	i	i	i	i	i	i	i	i	i	i
36	Cc1cc(C(=O)Nc2cnc3ccccc3c2)ccc1[N+](=O)[O-]	-9.7	i	i	i	i	i	i	i	i	i	i
37	CCCCNC(=O)c1onc(CSc2cccc3ccccc23)c1C(=O)O	43.6	i	i	i	i	i	i	i	i	i	i
38	CCc1ccc(NC(=O)NCc2ccccn2)cc1	-3.9	i	i	i	i	i	i	i	i	i	i
39	CN(C(=O)c1nn(C)c2c1CSc1ccccc1-2)c1ccc(F)cc1	-5.6	i	i	i	i	i	i	i	i	i	i
40	CCN1CCCc2cc(CN(CCN3CCOCC3)C(=S)Nc3ccc(OC)c(OC)c3)ccc21	-2.2	i	i	i	i	i	i	i	i	i	i
41	CCOC(=O)CC(NS(=O)(=O)c1ccc(OC)c(OC)c1)c1cccc([N+](=O)[O-])c1 (centres undefined)	17.5	i	i	i	i	i	i	i	i	i	i
42	O=C(COC(=O)C1CCCN1C(=O)c1cccs1)c1ccccc1 (centres undefined)	-7.3	i	i	i	i	-13.7*	i	i	i	i	i
43	COc1ccc(-n2nc([N+](=O)[O-])c(=NCCC3=CCCCC3)n2O)cc1	9.9	i	i	i	i	i	i	i	i	i	i
44	O=C(CSc1ccc2c(c1)OCCO2)NCc1ccco1	-1.9	i	i	i	i	i	i	i	i	i	i
45	CCOC(=O)C(CC)(CCC(=O)O)c1csc(N)n1 (centres undefined)	-0.3	i	i	i	i	i	i	i	i	i	i
46	COc1cccc(C(=O)CC(C(=O)O)c2ccc(F)cc2)c1 (centres undefined)	5.3	i	i	i	i	i	i	i	i	i	i
47	Cc1cc(C)cc(OCC(=O)Nc2cccc(-c3nnc(-c4ccco4)o3)c2)c1	6.7	i	i	i	i	i	i	i	i	i	i
48	COC(=O)c1ccc(COc2ccc(/C=N/O)cc2OC)o1	-14.7	i	i	i	i	i	i	i	i	i	i
49	Cc1ccc(NC(=S)N/N=C/c2cccn2Cc2ccccc2F)cc1	5.2	i	i	i	i	i	i	i	i	i	i
50	COc1ccccc1C(=O)NNC(=O)c1ccc(Cl)cc1	4.0	i	i	i	i	i	i	i	i	i	i
51	COc1ccc(-c2nc(S(=O)(=O)c3ccccc3)c(N3CCOCC3)o2)cc1	-14.9	i	i	i	i	i	i	i	i	i	i
52	O=C(COC(=O)c1cc([N+](=O)[O-])ccc1N1CCOCC1)NCc1ccc(Cl)cc1Cl	3.2	i	i	i	i	i	i	i	i	i	i
53	CCOc1ccc2cc(C#N)c(SCC(=O)OC)nc2c1	-3.7	i	i	i	i	i	i	i	i	i	i
54	CC1CC1C(=O)Nc1cc(S(=O)(=O)N2CCOCC2)ccc1N1CCCC1 (centres undefined)	1.1	i	i	i	i	i	i	i	i	i	i
55	COc1ccc(CCC(=O)OC(C)C(=O)c2ccc(C)cc2)cc1 (centres undefined)	8.0	i	i	i	i	i	i	i	i	i	i
56	CCOc1ccccc1N1CCN(S(=O)(=O)c2ccc(Cl)s2)CC1	18.5	i	i	i	i	i	i	i	i	i	i

Following part
cpd	structure	SKKanGAS inh	MrgX1 antag	TMEM16A inh	TRPC4 potent	TRPC4 block	TMEM16A act	MrgX1 ag	MrgX1 allo act	TRPC6 inhibitor	TRPC6 act	TRPC4 act
57	CC(C)c1ccc(N(C(=O)c2ccc3c(c2)OCO3)C2C=CS(=O)(=O)C2)cc1 (centres undefined)	3.9	i	i	i	i	i	i	i	i	i	i
58	Cc1ccccc1C(CC(=O)c1cccs1)C(C#N)C#N (centres undefined)	-1.3	i	i	i	i	i	i	i	i	i	i
59	CCOC(=O)C1CCCN(S(=O)(=O)Cc2ccccc2Cl)C1 (centres undefined)	-9.4	i	i	i	i	i	i	i	i	i	i
60	CCOc1ccc(CCNC(=O)C2CCC(=O)N2C2CCCCC2)cc1OCC (centres undefined)	0.5	i	i	i	i	i	i	i	i	i	i
61	CCOc1cccc(/C(O)=C2/C(=O)C(=O)N(CCOC)C2c2ccncc2)c1 (centres undefined)	2.2	i	i	i	i	i	i	i	i	i	i

High-throughput results from PubChem.
